V1aR counter: counter-screen for oxytocin receptor agonists: human V1a receptor agonists. CHO-V1R cells, Fluo-8 calcium fluorescence, agonist mode; 0% DMSO, 100% 3 nM vasopressin. activation, % at 3 µM. actives 0.25% (n = 320,000). AID 2797;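 active means activation above the mean activation of all tested compounds plus 3 SD, per screening run, cut at about 20% in these data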;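 further: signal is peak over basal fluorescence ratio across a 100 second FLIPR read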
CHRM1 antagonist: antagonists of human M1 muscarinic receptor | inhibition, % at 3 µM | AID 588852 | actives 1.3% (n = 360,000) | CHO-K1 hM1, Fluo-8 calcium fluorescence, ACh EC80 antagonist | P11229;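 active means percent inhibition above its own plate's cutoff, namely the mean of that plate's compound wells plus 3 SD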;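 further: peak over basal fluorescence ratio during 140 s after agonist addition; 0% = ACh EC80 plus DMSO and 100% = DMSO alone without agonist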
M1 ag: agonists of human M1 muscarinic receptor; P11229; CHO-K1 hM1, Fluo-8 calcium fluorescence, agonist mode; 0% DMSO, 100% acetylcholine EC100; activation, % at 3 µM; actives 0.33% (n = 360,000);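 active means activation above the run's mean compound activation plus 3 SD, cut at about 16% in these data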;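 further: peak over basal fluorescence ratio within a 140 s kinetic read after compound addition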
OXTR potentiate: potentiates the human oxytocin receptor response; actives 0.061% (n = 320,000); activation, % at 3 µM; P30559; CHO-OTR cells, Fluo-8 calcium fluorescence, potentiator mode; 0% = oxytocin EC15, 100% = EC100;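 active means activation above that plate's cutoff, the mean activation of tested compounds plus 3 SD, cut at about 6.6% in these data, passing the limit was not always enough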;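 further: 100% uses oxytocin at 75 nM as the full agonist control; some results filed as inactive read as strong as hits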
Target sequence (P30559 whole entry, looked up): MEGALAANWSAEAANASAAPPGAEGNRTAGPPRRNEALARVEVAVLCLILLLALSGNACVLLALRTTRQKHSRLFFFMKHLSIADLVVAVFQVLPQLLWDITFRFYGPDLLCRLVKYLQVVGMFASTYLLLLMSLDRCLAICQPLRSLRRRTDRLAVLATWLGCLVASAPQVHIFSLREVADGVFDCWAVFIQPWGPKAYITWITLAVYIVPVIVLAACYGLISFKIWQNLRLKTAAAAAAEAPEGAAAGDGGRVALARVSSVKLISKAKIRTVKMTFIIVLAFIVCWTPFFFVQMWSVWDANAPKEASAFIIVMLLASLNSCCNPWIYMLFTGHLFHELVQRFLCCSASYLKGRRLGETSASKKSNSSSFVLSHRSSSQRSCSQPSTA
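Assay system: CHO-OTR cells, human receptor / Also added: oxytocin at about EC15, sub-maximal agonist stimulus / Dosing: single dose, 3.0 µM nominal final compound concentration / Incubation: 6 min pre-incubation, 100 s read / Technique: Fluo-8 calcium dye fluorescence / Read-out: % activation vs EC15 and EC100 oxytocin / Benchmarks: EC15 oxytocin low, 75 nM oxytocin high / Replicates: singlicate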
CHO parental Ca: counter-screen for OX1R antagonists: effect in parental CHO cells. parental CHO-K1, ATP-induced calcium, Fluo-8 fluorescence. inhibition, % at 5.6 µM. actives 0.63% (n = 330,000);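 active means inhibition above that plate's mean sample inhibition plus 3 SD, cut at about 26% in these data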;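 further: 0% = ATP-challenged DMSO wells and 100% = DMSO wells without ATP; some compounds past the cut are filed as inactive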
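Material: parental CHO cells / Compound: single nominal dose of 5.6 µM per compound / Signal: Fluo-8 fluorescence / Replicates: singlicate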
OXTR ag: agonists of human oxytocin receptor | P30559 | CHO-OTR cells, Fluo-8 calcium fluorescence; normalized: DMSO 0%, oxytocin 100% | activation, % at 3 µM | actives 0.32% (n = 320,000);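 active means activation above the mean of all tested compounds plus 3 SD, cutoff set per screening run, cut at about 20% in these data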;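 further: peak over basal fluorescence ratio from a 100 s FLIPR kinetic read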
CHRM1 PAM: positive allosteric modulators of human M1 muscarinic receptor; P11229; CHO-K1 hM1, Fluo-8 calcium fluorescence, ACh EC20; 0% = ACh EC20, 100% = maximal ACh; activation, % at 3 µM; actives 0.088% (n = 360,000); in the data active means activation above about 19%, passing the limit was not always enough
TAAR1 ag: agonists of human TAAR1; activation, % at 3 µM; CHO RD-HGA16 TAAR1, Fluo-8 calcium fluorescence; vehicle wells 0%, saturating PEA agonist 100%; actives 0.99% (n = 360,000); Q96RJ0;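 active means activation above the mean activation of all test compounds in the run plus 3 SD, cut at about 38% in these data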
Target sequence (Q96RJ0 whole entry, looked up): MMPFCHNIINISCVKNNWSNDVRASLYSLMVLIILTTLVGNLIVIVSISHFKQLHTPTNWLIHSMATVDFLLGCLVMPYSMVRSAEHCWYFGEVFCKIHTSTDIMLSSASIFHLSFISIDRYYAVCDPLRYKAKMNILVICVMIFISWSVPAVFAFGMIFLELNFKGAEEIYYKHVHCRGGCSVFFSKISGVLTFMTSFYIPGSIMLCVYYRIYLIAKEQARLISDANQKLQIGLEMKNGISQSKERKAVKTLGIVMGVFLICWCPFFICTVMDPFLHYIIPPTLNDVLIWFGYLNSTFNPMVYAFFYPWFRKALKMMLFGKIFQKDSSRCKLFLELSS
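Assay system: CHO-derived RD-HGA16 cells with stable Gα16 and human TAAR1; timing: 17-24 h seeding, 75 min 37 °C dye, 30 min RT; read-out: % activation from peak over basal fluorescence ratio, DMSO-to-PEA scaled; measured by: kinetic Fluo-8 calcium fluorescence; benchmarks: low control DMSO, high control PEA (EC100); doses: 3 µM single concentration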
TAAR1 antagonist: human TAAR1 antagonism; actives 1.5% (n = 360,000); CHO RD-HGA16 TAAR1, Fluo-8 calcium fluorescence, antagonist; inhibition, % at 3 µM; Q96RJ0;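 active means inhibition above a per-plate cutoff, the mean inhibition of test compounds on that plate plus 3 SD, cut at about 49% in these data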;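 further: 0% = DMSO plus EC80 beta-PEA response and 100% = DMSO alone without agonist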
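Material: CHO RD-HGA16 cells bearing hTAAR1; compound dosing: one-point dosing, 3 µM nominal final; schedule: dye loading 75 min at 37 °C, then 30 min room temperature; measured by: calcium fluorescence with Fluo-8; control set: vehicle and agonist controls; replication: n of 1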
Active calls of the source: *; nt = not tested or not shown.

SMILES	V1aR counter	CHRM1 antagonist	M1 ag	OXTR potentiate	CHO parental Ca	OXTR ag	CHRM1 PAM	TAAR1 ag	TAAR1 antagonist
CC(C)CN(CCCNC(=O)CN1C(=O)COc2ccc(S(=O)(=O)N3CCCCCC3)cc21)CC(C)C	-0.6	-16	-6	-4	-2	0.4	8	0	-18
O=C(NCc1cccnc1)C1CCCN(S(=O)(=O)c2ccccc2)C1 (configuration not stated)	0.3	-5	-9	-3	-12	0.0	4	4	-20
N#CC1=C(N)C(C#N)(C#N)[C@H](c2ccoc2)[C@H]2CN(Cc3ccccc3)CC=C12	2.7	4	1	-9	-19	4.8	-4	16	14
O=C(NCc1ccc(F)cc1)c1ccncc1	1.0	9	0	-10	1	0.2	1	-1	14
O=C(Nc1ccc(-c2ccccc2)cc1)c1ccccc1	0.3	-25	-2	-4	-17	-1.7	17	3	4
COc1cc(C(=O)NC(=S)Nc2ccc(Cc3ccncc3)cc2)cc(OC)c1OC	7.3	30	-3	-20	24	8.4	-21	10	26
O=C(COC(=O)CCC(=O)c1ccc(F)cc1)Nc1ccccc1	0.7	3	-4	0	0	0.1	3	5	1
Cc1c(C)c2ccc(OCC(=O)Nc3ccc(CN4CCOCC4)cc3)cc2oc1=O	7.9	-18	-1	-9	-14	4.5	11	2	-3
CN(Cc1ccccc1)C(=O)CCS(=O)(=O)c1ccc2c(c1)NC(=O)CS2	1.3	-7	-2	-6	-2	1.8	5	nt	nt
COc1cc2c(cc1OC)C(C(=O)Nc1ccc(F)c(Cl)c1)CC(=O)N2 (configuration not stated)	-0.5	-2	0	2	-5	0.3	3	8	-31
CC(C)c1ccc(/C=N/NC(=O)c2cccc(Cl)c2)cc1	-0.8	-1	-3	-6	-10	-1.3	0	-2	3
Cn1c(N)c(C(=O)CSc2nn(-c3ccccc3)c(=S)s2)c(=O)n(C)c1=O	nt	4	-2	nt	nt	nt	-2	3	7
COc1ccc(NS(=O)(=O)c2cccc(-c3nnc(-c4ccccc4)o3)c2)cc1	0.8	13	1	-12	-19	2.0	-10	8	16
O=C(Nn1c(C2CC2)nc2ccccc2c1=O)c1ccco1	-1.2	1	-5	-1	-17	-0.5	-3	8	5
Cc1ccc(N2CCOCC2)c2c1C(=O)c1ccccc1C2=O	-1.6	-11	-7	7	-25	-2.0	14	3	-3
CCN(CC)S(=O)(=O)c1ccc(N2CCCC2)c(NC(=O)C2CSC3(C)CCC(=O)N23)c1 (configuration not stated)	-0.2	-5	-3	-7	-13	-1.0	4	0	-1
CC(NC(=O)OC1CCCCC1)N1C(=O)C2C3C=CC(C3)C2C1=O (configuration not stated)	-0.5	7	-2	-16	2	-1.1	2	1	-4
Cc1ccc(-c2cc(C(F)F)n3ncc(C(=O)Nc4cn(C)nc4C)c3n2)cc1	-0.2	-6	-6	-9	-2	-0.4	8	0	1
COc1ccc(C2/C=C\CN(S(=O)(=O)/C=C/c3ccccc3)CC(=O)N2Cc2ccc(F)cc2)cc1 (configuration not stated)	1.1	2	-1	-6	-10	0.2	2	14	9
Cc1sc2ncnc(NCC3(N4CCOCC4)CCCCC3)c2c1C	-1.1	0	-1	-7	-23	-1.6	-5	0	-26
Cn1cc(S(=O)(=O)CC(=O)N2CCc3ccccc32)c2ccccc21	-0.5	-4	4	-6	-9	0.0	11	4	-5
CCN(CC(=O)Nc1c(F)cccc1F)C(=O)CCCOc1ccc(OC)cc1	1.4	9	0	-9	-15	0.0	-3	0	-11
N#C/C(=C/c1ccc(N2CCOCC2)o1)C(=O)NC1CCCCC1	7.8	2	10	-8	-1	12	3	23	16
O=C(O)CCCn1c(O)c(C=C2N=c3ccccc3=N2)sc1=S	1.3	-9	-2	-1	-13	0.2	9	3	-3
S=C(NCCN1CCOCC1)NC1CCCCC1	0.4	2	-3	-12	-28	0.1	0	0	-24
Cc1ccc(NC(=O)Cc2ccc(Cl)c(Cl)c2)cc1S(=O)(=O)N(C)C	6.7	13	-4	-9	12	5.9	-10	7	-19
CCN(c1ccccc1)S(=O)(=O)c1cc2c3c(c1)C(C)C(=O)N3CCC2 (configuration not stated)	-0.5	-16	-3	-8	-11	6.3	5	0	-6
Cc1[nH]nc2c1C(c1ccccc1)C1=C(CC(C)(C)CC1=O)N2 (configuration not stated)	0.3	-22	-3	-11	0	-1.0	15	16	5
COc1ccc(CN(C)C(=S)Nc2ccc(Cl)cc2)cc1	1.1	-14	-2	-10	-13	-0.4	8	7	17
CC1(C)CC(NC(=S)NC2CC2)CC(C)(C)N1	-0.3	7	-2	-2	1	-0.2	-1	0	12
O=C(NNC(=O)c1cc(-c2ccco2)nc2ccccc12)c1ccccc1	0.6	-1	-1	-20	-17	-2.0	-4	10	50*
COc1cc(COCC(O)CN2CCN(CCN3C(=O)c4cccc5cccc(c45)C3=O)CC2)cc(OC)c1OC (configuration not stated)	-1.4	-10	-13	3	-11	-2.3	0	-1	-9
CC1=C(C)CC(C(=O)NNC(=O)c2csc(C)c2C)C(C(=O)O)C1 (configuration not stated)	0.0	-5	-4	-5	-5	-2.1	5	1	-3
O=C(NCc1cccc(Cl)c1)C1CCN(S(=O)(=O)c2ccc(F)cc2)CC1	3.8	-5	1	-5	-19	2.6	0	7	-1
Cc1nn(C)cc1/C=C1\SC(=S)NC1=O	1.3	-2	-2	-7	-2	0.0	2	5	11
CC(=O)Nc1cc(-c2ccc(C(=O)N3CCOCC3)cc2)cn2c(-c3ccc(F)cc3)cnc12	nt	-12	-3	nt	nt	nt	8	5	-21
CCn1nc(C)c(CNC(=O)CC2C(=O)NCCN2Cc2ccc(C)o2)c1C (configuration not stated)	0.3	-8	-7	-11	-2	0.1	12	9	0
COc1ccc(OCCC(=O)OCC(=O)NCCc2ccccc2)cc1	-0.2	2	-2	-4	-12	-1.4	-1	2	-19
N#Cc1c(NC(=O)C2CC(Cl)=CCC2C(=O)O)sc2c1CCCCC2 (configuration not stated)	-0.4	-1	-13	-9	-13	-0.4	5	-2	8
COCCCn1c(=NC(=O)c2ccncc2)c(C#N)cc2c(=O)n3cccc(C)c3nc21	0.2	9	-2	-5	-7	-1.3	2	9	7
CC1CCCN(CCC(=O)Nc2ccccc2)C1 (configuration not stated)	-0.2	-8	-5	-16	-3	-0.1	10	4	3
CCOc1ccc(S(=O)(=O)NCc2cccnc2)cc1C	3.9	7	-1	-9	-7	2.2	-6	9	0
COC(=O)C1=CN(C(C)C)C=C(C(=O)OC)C1c1cccc(OC)c1	-0.6	-7	-4	2	-16	-2.0	8	2	12
CCC1Sc2ccc(S(=O)(=O)CCC(=O)Nc3ccc(C(=O)OC)cc3)cc2NC1=O (configuration not stated)	1.7	-2	-2	10	100*	0.5	3	2	22
CSC1=NCCN1C(=O)C12CC3CC(CC(C3)C1)C2	-0.5	-5	-5	2	-6	-1.1	5	2	-25
CC1CCN(S(=O)(=O)c2ccc(NC(=O)C3CSC4(C)CCC(=O)N34)cc2)CC1 (configuration not stated)	0.6	-10	-3	-2	-8	1.1	8	0	-11
Cn1c(SCC(=O)Nc2ccc(Br)cn2)nnc1C1CC1	-0.3	-12	-3	-4	-12	0.0	7	1	-28
Cc1ccc(NC(=O)CCNS(=O)(=O)c2ccccc2F)cc1S(=O)(=O)N1CCOCC1	-0.9	-15	-1	-14	-21	-0.3	3	1	0
O=C(CSc1n[nH]c(-c2ccccn2)n1)Nc1ccc(F)cc1	1.8	1	-2	1	-12	-0.2	6	9	2
CC(C)Oc1ccc(S(=O)(=O)N2CCOCC2)cc1NC(=O)Cc1c(F)cccc1Cl	-0.9	-4	-5	1	-23	-0.7	3	3	5
COc1ccc(N2C[C@H](CSC)[C@@H](CC(=O)Nc3ccc(Br)cc3)C2=O)cc1	nt	-11	-4	nt	nt	nt	5	-2	3
O=C(c1ccc(NC(=S)NCc2ccc(Cl)cc2)cc1)N1CCCCC1	21*	11	10	-12	-5	21*	1	44*	17
O=C(COC(=O)C1CCN(c2ccc(C(F)(F)F)cn2)CC1)c1ccccc1Cl	1.9	4	-2	-2	-14	2.0	3	4	14
COc1cc2[nH]c(C(=O)N3CC(C)OC(C)C3)cc2c(OC)c1OC (configuration not stated)	0.2	0	-2	3	-2	1.0	1	2	-15
CC(O)Cc1cn(CC(=O)N2CCNCC2)nn1 (configuration not stated)	0.6	-4	-2	-1	9	-0.5	9	6	4
COc1ccc(C)cc1S(=O)(=O)N1CCCCCC1	-0.8	-1	-6	2	-7	-0.3	3	-2	-46

Continued.
SMILES	V1aR counter	CHRM1 antagonist	M1 ag	OXTR potentiate	CHO parental Ca	OXTR ag	CHRM1 PAM	TAAR1 ag	TAAR1 antagonist
COCc1ccc(C(=O)NC2CCSc3ccccc32)cc1 (configuration not stated)	-0.5	-5	-4	-2	-6	-0.2	5	9	-6
CCc1ccccc1Oc1coc2cc(O)ccc2c1=O	-0.4	-4	-1	-11	-8	-0.9	10	-2	-6
Cc1ccc(S(=O)(=O)N2CCN(C(=O)CCC(=O)NCCc3ccc(F)cc3)CC2)cc1	0.1	-4	-9	-3	-16	-0.5	14	9	14
CCCCSCCCNC(=O)CS(=O)Cc1nc(-c2cccc(C)c2)oc1C (configuration not stated)	0.0	2	-5	0	-17	-0.9	-3	4	-9
Cc1cc(C)cc(NC(=S)N2CCN(c3ccccn3)CC2)c1	-1.3	-13	-3	-16	-4	-1.6	5	-1	0
COc1ccc(NS(=O)(=O)c2ccc3nc(COc4ccc5ccccc5c4)[nH]c3c2)cc1	3.2	6	-2	-8	10	0.6	-9	3	30

A run of entries from the list above, as a working copy:
SMILES	V1aR counter	CHRM1 antagonist	M1 ag	OXTR potentiate	CHO parental Ca	OXTR ag	CHRM1 PAM	TAAR1 ag	TAAR1 antagonist
CCCCSCCCNC(=O)CS(=O)Cc1nc(-c2cccc(C)c2)oc1C (configuration not stated)	0.0	2	-5	0	-17	-0.9	-3	4	-9
Cc1cc(C)cc(NC(=S)N2CCN(c3ccccn3)CC2)c1	-1.3	-13	-3	-16	-4	-1.6	5	-1	0
COc1ccc(NS(=O)(=O)c2ccc3nc(COc4ccc5ccccc5c4)[nH]c3c2)cc1	3.2	6	-2	-8	10	0.6	-9	3	30
